# From PubChem BioAssay
# DUSP3 inh: DUSP3 (human) phosphatase inhibition. inhibition, % at 13.3 µM. AID 1654. P51452. recombinant VHR phosphatase, pNPP absorbance. 290,000 tested, 0.52% active; in the data active = inhibition above about 50%; also: some compounds called inactive have numbers as strong as hits
# Target sequence (P51452 whole entry, looked up): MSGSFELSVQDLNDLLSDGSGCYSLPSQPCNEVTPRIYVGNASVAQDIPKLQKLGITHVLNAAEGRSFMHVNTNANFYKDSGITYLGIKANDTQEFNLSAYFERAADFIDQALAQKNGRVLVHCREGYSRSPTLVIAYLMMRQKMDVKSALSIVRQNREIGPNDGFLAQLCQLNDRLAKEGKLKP
# PfHsp40 rescue: rescue of PfHsp40-mediated yeast toxicity; S. cerevisiae expressing PfHsp40, growth rescue, ATP luminescence; growth rescue, % at 12.5 µM; 340,000 tested, 0.68% active; AID 504582; in the data active = growth rescue above about 28%, passing the limit was not always enough;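 also: yeast W303a lacking pdr1 and pdr3 grown in galactose medium; growth measured after three days at 30 °C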
# Anthrax LF inh2: anthrax lethal factor protease inhibition; AID 588501; 360,000 tested, 0.12% active; P15917; inhibition, % at 10 µM; multiplex microsphere protease cleavage assay, LF; in the data active = inhibition above about 30%; also: plate controls were buffer without enzyme for full effect and enzyme alone for no effect
# SARS 3CLpro inh: SARS-CoV 3CLpro protease inhibition | P0C6X7 | recombinant SARS-CoV 3CLpro, quenched FRET peptide cleavage | inhibition, % at 6 µM | 290,000 tested, 0.14% active | AID 1706; in the data active = inhibition above about 12%
# TcdB inh: TcdB glycohydrolase inhibition; 350,000 tested, 0.24% active; TcdB glycohydrolase enzymatic assay, plate reader; P18177; inhibition, % at 9.99 µM; AID 652162; in the data active = inhibition above about 10%
# Rv3671c inh: inhibitors of M. tuberculosis serine protease Rv3671c. AID 2606. 320,000 tested, 0.048% active. P9WHR9. inhibition, % at 5.96 µM; in the data active = inhibition above about 38%;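 also: extracellular domain of Rv3671c used as enzyme; 0% = enzyme with DMSO and 100% = no enzyme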
# Target sequence (P9WHR9 whole entry, looked up, the tested form may be a part): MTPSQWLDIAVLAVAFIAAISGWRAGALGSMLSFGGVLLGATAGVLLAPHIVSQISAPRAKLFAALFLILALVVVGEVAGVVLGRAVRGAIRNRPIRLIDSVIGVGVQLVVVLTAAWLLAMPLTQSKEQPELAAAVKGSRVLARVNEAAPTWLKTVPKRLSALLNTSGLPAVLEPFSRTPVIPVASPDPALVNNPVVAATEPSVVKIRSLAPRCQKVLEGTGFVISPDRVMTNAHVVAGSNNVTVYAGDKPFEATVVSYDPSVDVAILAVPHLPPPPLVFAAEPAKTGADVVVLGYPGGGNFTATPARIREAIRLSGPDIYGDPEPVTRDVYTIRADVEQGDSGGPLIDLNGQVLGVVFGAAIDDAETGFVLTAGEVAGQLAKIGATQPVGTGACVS
# MazEF act: MazEF (E. coli) toxin RNase activation | FAM/BHQ RNA-DNA oligo cleavage fluorescence, 5 h | activation, % at 20 µM | AID 504720 | 350,000 tested, 0.32% active; in the data active = activation above about 50%
# Target sequence (P0AE70 whole entry, looked up): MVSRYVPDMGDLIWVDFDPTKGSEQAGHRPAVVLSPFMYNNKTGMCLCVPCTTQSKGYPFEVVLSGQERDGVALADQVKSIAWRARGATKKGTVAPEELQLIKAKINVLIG
# Vc quorum ag: quorum light induction in luxS cqsA deficient V. cholerae | activation, % at 18.7 µM | 350,000 tested, 0.16% active | V. cholerae BH1578 lux reporter, luminescence, 6 h; in the data active = activation mostly above about 9.7%, no sharp cut-off; also: not every result past the cut was called active; inactives centre near 0; reference of the scale not given here
# PriA SSB inh: blocks PriA binding to SSB C-terminal tail; AlphaScreen SSBct-PriA binding, biotinylated peptide; AID 1272365; 430,000 tested, 0.6% active; inhibition, % at 33 µM; in the data active = inhibition mostly above about 37%, no sharp cut-off; inactive = mostly below about 20%;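 also: plate controls were negative control peptide for no effect and reference peptide for full effect; strong numbers were not always called active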
# Y pestis TopoI: blocks Yersinia pestis topoisomerase I activity. Y. pestis Topo-I cleavage product accumulation, plate reader. AID 504884. 360,000 tested, 0.064% active. activity, % at 10 µM; in the data active = activity above about 50%, passing the limit was not always enough; also: inactives centre near 2
# * = called active by the depositor; i = inactive; / = no result given; & = joins results of further samples.
# Second line of a record – DUSP3 inh	PfHsp40 rescue	Anthrax LF inh2	SARS 3CLpro inh	TcdB inh	Rv3671c inh	MazEF act	Vc quorum ag	PriA SSB inh	Y pestis TopoI
COc1cc(CNCc2ccccn2)ccc1OCC(=O)NC1CCCCC1
    18	-0.6	-2	3	/	10	-10	-0.2	-1	18
O=C1COc2ccc(C(=O)COC(=O)Cc3ccccc3)cc2N1
    /	1.0	-7	/	1.3	-5	1	i	-4	-2
Cc1nn(CC(=O)NCCCc2ccccc2)c(C)c1[N+](=O)[O-]
    22	-0.1	1	1	0.7	0	4	1.1	-9	4
CCCCn1c(SCc2ccc(Cl)cc2)nc2c1c(=O)[nH]c(=O)n2C
    13	-0.6	0	5	/	0	33	-0.5	-9	33
Cc1ccc(C(=O)NNCC(=O)Nc2ccc(Cl)cc2F)cc1
    /	-1.2	3	/	1.1	7	0	i	-4	11
Cn1cnc2c(=O)sc3ccccc3c21
    /	-0.7	-12	/	1.4	1	6	-0.7	-11	3
COc1ccc(N2CCN(C(c3cc(OC)ccc3OC)c3nnnn3CC3CCCO3)CC2)cc1 (stereo unspecified)
    33	1.4	-5	2	/	1	5	i	8	19
O=C(NCC1CC1)C1Cc2c(-c3ccc(Cl)cc3)ccnc2O1 (stereo unspecified)
    /	/	-5	/	2.2	/	/	-0.7	/	8
[O-][N+](=Cc1ccccc1)c1ccc(Cl)cc1
    /	-0.3	-6	/	-0.1	/	0	1.2	-7	6
Cc1noc(C)c1S(=O)(=O)N(Cc1ccccc1)C(C)C
    3	/	/	-3	2.0	-1	1	i	-21	7
Cn1ccc(C(=O)Nc2cccnc2Cl)n1
    13	-1.5	0	-1	1.8	/	-1	1.7	-21	-3
Cc1cc2ccccn2c1C(=O)c1ccc(NN)c([N+](=O)[O-])c1
    17	1.5	-11	6	-7.6	3	-14	-0.2	47*	2
CCc1nc(SCC(=O)c2cccs2)c2oc3ccccc3c2n1
    42	0.3	-6	1	/	-25	1	-0.6	-28	-8
COCCNc1nnc(Cc2ccccc2)c(=O)[nH]1
    5	-1.1	14	1	1.8	3	3	0.8	3	5
CCc1ccc(OC2=NS(=O)(=O)c3ccccc32)cc1
    2	-1.8	-3	-4	0.7	/	-2	1.9	-10	3
Cc1cccc(/C=N/NC(=O)c2ccc(NC(=O)c3ccc(Cl)cc3)cc2)n1
    6	1.6	5	-7	-1.9	-21	-37	7.8	/	7
CCOc1cc(C)c(C(C)C)cc1S(=O)(=O)N1CC(C)OC(C)C1 (stereo unspecified)
    -4	0.5	0	0	/	3	2	i	-21	24
C#CCN1C(C)=CC(=O)[C@@H](O)[C@H]1c1ccccc1Br
    /	-0.2	-4	/	0.6	/	-3	-0.7	-5	0
Cc1cc(C)cc(CN2CCC(Oc3ccc(C(=O)N4CCCC4)cc3)CC2)c1
    -2	-0.2	-2	1	1.8	/	0	-0.3	-13	20
CCOC(=O)c1c(NC(C)=O)sc2c(OC)cccc12
    23	-1.3	4	3	/	8	3	-1.9	1	11
Cc1cc(N(C)C)nc(SC(C)C)n1
    2	0.0	7	7	/	0	2	-0.7	-8	0
Cc1ccc(NCC(=O)N/N=C/c2cccc(Br)c2)cc1
    -11	0.8	-10	3	1.2	3	0	2.0	/	2
COc1cccc(C(=O)C2CCCN(Cc3ccc(OC)c(Cn4cncn4)c3)C2)c1 (stereo unspecified)
    19	1.1	-7	2	1.2	8	5	i	0	-3
COc1c2ccoc2c(OC[C@@H](O)C(C)(C)OC)c2oc(=O)ccc12
    24	-1.2	3	-3	1.7	-5	0	i	4	10
COc1ccc(C)cc1-n1nnnc1SCc1cc(=O)n2cc(C)ccc2n1
    -1	1.5	-3	-1	-0.6	-2	0	-0.2	-16	0
COc1ccc(NC(=O)CN2CCN(S(=O)(=O)N3CCCCCC3)CC2)cc1
    34	-0.4	-10	3	0.7	-12	4	-1.5	-6	7
CCOc1ccc(-c2cn[nH]c2N)cc1
    0	0.2	0	6	1.6	4	2	i	-1	5
COc1ccc(NC(=O)CNC(=O)N2CC(=O)Nc3ccccc32)cc1OC
    3	-1.4	0	-3	1.5	1	2	-0.4	12	-12
O=C(CCN1CCN(c2ccccc2)CC1)NNC(=S)Nc1ccccc1Cl
    37	0.8	-4	-1	-5.0	4	1	-0.5	-14	-5
CCCCN1C[C@H](c2ccc(Br)cc2)[C@@H](CC(=O)Nc2ccc(Br)cc2)C1=O
    /	/	0	/	0.6	/	-1	-0.2	/	12

# The final 3 compounds of the section above open the next one.
# Second line of a record – DUSP3 inh	PfHsp40 rescue	Anthrax LF inh2	SARS 3CLpro inh	TcdB inh	Rv3671c inh	MazEF act	Vc quorum ag	PriA SSB inh	Y pestis TopoI
COc1ccc(NC(=O)CNC(=O)N2CC(=O)Nc3ccccc32)cc1OC
    3	-1.4	0	-3	1.5	1	2	-0.4	12	-12
O=C(CCN1CCN(c2ccccc2)CC1)NNC(=S)Nc1ccccc1Cl
    37	0.8	-4	-1	-5.0	4	1	-0.5	-14	-5
CCCCN1C[C@H](c2ccc(Br)cc2)[C@@H](CC(=O)Nc2ccc(Br)cc2)C1=O
    /	/	0	/	0.6	/	-1	-0.2	/	12
COc1ccc(Cc2nnc(NC(=O)Nc3ccccc3F)s2)cc1
    -2	-1.5	16	-1	-0.5	-15	-9	i	-17	-2
CC#CP(=O)(OC)C(O)(CF)c1ccccc1 (stereo unspecified)
    -17	-0.9	-2	-3	1.1	-1	1	i	0	-8
CCOCCc1c(O)nc(SCC)[nH]c1=O
    5	0.1	-4	-4	1.4	10	5	i	-15	12
CC(C)CCOc1ccc(C(CC(N)=O)C(=O)O)cc1 (stereo unspecified)
    8	-0.7	-2	6	/	11	0	i	-12	-6
C/C(=N/NC(=O)CNC(=O)C1COc2ccccc2O1)c1ccc([N+](=O)[O-])cc1 (stereo unspecified)
    20	-0.9	0	-6	1.2	3	12	0.8	/	-7
CCOc1ccc(CNC(=O)C2CCN(c3nn4c(=O)cc(C)nc4s3)CC2)cc1
    13	6.6	-2	-2	1.3	2	-1	-0.3	-8	13
CCc1cccc2c(C(=O)COC(=O)[C@@H]3CC(O)CN3S(=O)(=O)c3ccccc3[N+](=O)[O-])c[nH]c12 (stereo partly specified)
    /	1.7	-11	/	1.3	-3	6	i	8	2
CC(C)C(CCNC(=O)CC(Cc1ccccc1)c1ccco1)c1ccco1 (stereo unspecified)
    4	1.3	-2	7	/	-9	-2	i	-6	11
COCCN(CC(=O)NC1CCCCC1)C(=O)/C=C/C(=O)c1ccc(OC)cc1O
    26	3.5	0	-5	1.3	/	0	/	-6	3
COc1cccc(NC(=O)N2CCCC2C(=O)NC2CCCC2)c1 (stereo unspecified)
    -4	-0.1	-2	-5	0.4	6	1	-0.1	3	6
COc1ccc(C=NCC2OCCc3ccccc32)cc1OC (stereo unspecified)
    -5	-0.7	1	1	0.9	-1	-18	i	-13	5
CC1(NC(=S)N(CCO)CCO)CCS(=O)(=O)C1 (stereo unspecified)
    6	0.1	2	2	/	-16	-2	-2.6	-7	2
CC(=O)N1C(=O)N(C(C)=O)C2C1N(C)C(=O)N2C(C)=O (stereo unspecified)
    11	-0.1	-2	2	0.4	7	1	-0.1	-1	-5
CN=C1S/C(=C\c2ccc(O)c(OC)c2)C(=O)N1C
    /	/	/	/	0.7	6	-7	-0.2	3	-7
CCc1nn(CC(=O)N2CCN(c3cc(C)ccc3C)CC2)c(=O)c2cc3occc3n12
    69	0.7	1	-5	0.0	-8	-3	-12	-7	4
CCOc1ccc2[nH]c3c(NCCc4ccc(OC)c(OC)c4)ncnc3c2c1
    16	0.7	-10	2	7.6	8	9	-0.5	20	-16
Cc1ccc(Cl)cc1N(CC(=O)NCc1ccc2c(c1)OCO2)S(C)(=O)=O
    31	-0.9	-2	3	0.3	0	-10	i	-6	-4
COc1cccc(Oc2cnc(N)nc2-c2ccc(OC)cc2O)c1
    5	-0.3	-13	4	/	-16	0	2.2	-1	0
O=C(/C=C/c1ccc(F)cc1)NCC1(c2ccccc2)CCOCC1
    0	1.7	0	-4	0.9	-6	7	-0.5	-6	-5
Cc1ccc(NC(=O)NC2CCCCCCC2)cc1C
    7	0.5	1	0	1.2	/	2	-0.1	-15	9
COCc1nc2ccccc2n1Cc1c(F)cccc1Cl
    -3	-0.1	3	0	0.4	9	1	i	3&-10	7
CS(=O)(=O)N1CCN(C2Cc3ccccc3C2)CC1
    24	-0.4	-8	1	1.1	5	-8	-6.2	7	-2
COc1ccc(CN(C)C(=O)CNC(=O)c2ccc(C)cc2)cc1
    -14	-1.0	-2	-1	2.2	10	4	-0.5	-5	4
COc1ccc(C(=O)NCC(=O)OCc2ccc(Br)cc2)cc1
    -2	-1.1	1	3	-0.8	2	-1	-0.2	-1	2
COc1ccc([C@@H]2CC=C(C(=O)O)CN2S(=O)(=O)c2ccc(Cl)cc2)cc1
    /	-0.4	1	/	0.5	2	0	-0.8	-9	-1
CC(C)COC(=O)C(C#N)c1nc2ccccc2nc1N1CCN(Cc2ccc3c(c2)OCO3)CC1 (stereo unspecified)
    30	2.1	1	-1	-0.6	2	-33	-0.2	22	2
Cc1cc(OC(=O)c2ccccc2)n(CCC#N)n1
    23	-0.2	-5	-1	/	-72	7	-0.3	-26	0
Cc1cccc(OCCNC(=O)CCc2ccccc2)c1
    /	/	26	/	2.0	1	-5	i	0	2
Cc1cccc2cc(CN(CC3CCCO3)C(=S)NCc3ccco3)c(=O)[nH]c12 (stereo unspecified)
    -5	-0.3	4	4	/	-17	9	-0.2	-17	22
N#Cc1nc(-c2cccs2)oc1NCc1ccccc1
    2	2.5	-2	-2	/	-1	3	-4.2	25	6
Cc1cccc(OCCNC(=S)NC(=O)c2cccnc2)c1
    8	-0.8	0	4	/	-1	1	-0.3	2	6
COc1ccccc1NC(=O)N1CCCC1
    10	0.4	1	3	/	3	3	-0.5	1	-2

# Profiles from above. Screens in order: DUSP3 inh, PfHsp40 rescue, Anthrax LF inh2, SARS 3CLpro inh, TcdB inh, Rv3671c inh, MazEF act, Vc quorum ag, PriA SSB inh, Y pestis TopoI
# Cc1cccc(OCCNC(=S)NC(=O)c2cccnc2)c1 is entered as 8, -0.8, 0, 4, /, -1, 1, -0.3, 2, 6
# COc1cccc(NC(=O)N2CCCC2C(=O)NC2CCCC2)c1 (stereo unspecified) is entered as -4, -0.1, -2, -5, 0.4, 6, 1, -0.1, 3, 6
# CC(C)COC(=O)C(C#N)c1nc2ccccc2nc1N1CCN(Cc2ccc3c(c2)OCO3)CC1 (stereo unspecified) is entered as 30, 2.1, 1, -1, -0.6, 2, -33, -0.2, 22, 2
# CCOc1ccc(CNC(=O)C2CCN(c3nn4c(=O)cc(C)nc4s3)CC2)cc1 is entered as 13, 6.6, -2, -2, 1.3, 2, -1, -0.3, -8, 13
# C/C(=N/NC(=O)CNC(=O)C1COc2ccccc2O1)c1ccc([N+](=O)[O-])cc1 (stereo unspecified) is entered as 20, -0.9, 0, -6, 1.2, 3, 12, 0.8, /, -7

# Not all compounds are listed; count on the stated rates, not on these rows.
